NadD block – blocks S. aureus nicotinate mononucleotide adenylyltransferase | purified NadD enzyme, colorimetric absorbance read-out | 360,000 tested, 0.78% active | AID 602399 | inhibition, % at 20 µM; in the data active = inhibition above about 26%; also: some compounds past the cut are filed as inactive
Scp-1 inhibitor – inhibitors of human Scp-1 phosphatase; Q9GZU7; Recombinant Scp1, phosphopeptide, malachite green phosphate absorbance; inhibition, % at 20 µM; 340,000 tested, 0.88% active;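 active = inhibition above about 50% at 20 µM, limit read from the data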;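 also: plate controls were DMSO wells with enzyme for no effect and wells lacking enzyme for full effect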
Target sequence (Q9GZU7 76-261 limits assumed): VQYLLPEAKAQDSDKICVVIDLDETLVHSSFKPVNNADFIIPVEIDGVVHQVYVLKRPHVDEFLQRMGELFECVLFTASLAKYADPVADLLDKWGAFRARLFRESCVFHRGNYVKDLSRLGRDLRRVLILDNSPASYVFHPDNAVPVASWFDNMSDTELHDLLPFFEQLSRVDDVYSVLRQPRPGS
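assay system = SCP-1 phosphatase catalytic domain, residues 76-261 | buffer or medium = 50 mM Tris acetate pH 5.5, 0.005% Tween-20, 10 mM MgCl2 | incubation = enzyme reaction 45 min at room temperature, colour 5 min, stabilisation 30 min | signal = Phosphate-binding colour reagent, absorbance read at 630 nm | measure = % inhibition at 20 µM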
Neddylation inh – blocks human cullin neddylation | 360,000 tested, 0.58% active | P61081+Q13564 | AID 651699 | calls only at 25 µM | TR-FRET cullin neddylation, biochemical; in the data active = inhibition above about 36%
SUMO1 PPI mod – alters human SUMO1 binding to SIM partners; P63165; SUMO1 binding to a labelled peptide, TR-FRET, 1 h; inhibition, % at 20 µM; 360,000 tested, 0.33% active; AID 602429; in the data active = inhibition above about 37%
Rpn11 inh – Rpn11 (human) deubiquitinase inhibition | human 26S proteasome, Ub4-pepOG fluorescence polarization; 20S core pre-blocked with epoxomicin | calls only at 20 µM | 360,000 tested, 0.59% active;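 active = inhibition at 20 µM, scaled to each plate's controls, above about 33%, limit read from the data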
Target sequence (O00487 whole entry, looked up): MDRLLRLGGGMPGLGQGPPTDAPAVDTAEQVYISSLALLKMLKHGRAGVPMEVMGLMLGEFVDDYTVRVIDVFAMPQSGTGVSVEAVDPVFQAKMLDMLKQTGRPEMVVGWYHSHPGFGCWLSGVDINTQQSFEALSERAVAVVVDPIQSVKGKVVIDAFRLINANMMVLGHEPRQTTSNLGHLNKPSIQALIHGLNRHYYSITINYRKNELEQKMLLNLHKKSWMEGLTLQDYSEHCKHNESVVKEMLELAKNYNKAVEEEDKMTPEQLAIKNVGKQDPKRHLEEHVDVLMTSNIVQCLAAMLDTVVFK
LMPTP inh – blocks human LMPTP phosphatase. P24666. recombinant LMPTP-A, OMFP fluorogenic substrate, fluorescence intensity. inhibition, % at 20 µM. 360,000 tested, 0.22% active;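 active = compounds that cut the enzyme signal by at least half of the control window in the single-dose screen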;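 also: plate controls were DMSO wells with enzyme plus substrate for no effect and substrate without enzyme for full effect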
Target sequence (P24666 whole entry, looked up): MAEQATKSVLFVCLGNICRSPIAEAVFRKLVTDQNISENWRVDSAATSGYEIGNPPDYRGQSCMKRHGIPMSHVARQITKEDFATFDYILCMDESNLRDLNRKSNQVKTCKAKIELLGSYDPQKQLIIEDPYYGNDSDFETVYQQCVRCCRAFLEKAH
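Test system: LMPTP-A phosphatase enzyme; input: 0.625 nM LMPTP-A final; reagent: OMFP substrate, 400 µM final; compound dosing: 20 µM single dose, 3% DMSO; incubation: 50 min dark incubation at room temperature; measured by: endpoint fluorescence intensity from OMFP dephosphorylation; measure: % inhibition relative to no-enzyme and uninhibited control wells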
DNMT1 block – blocks human DNA methyltransferase DNMT1. P26358. DNMT1 molecular beacon, Hinp1I cleavage, fluorescence. 360,000 tested, 0.83% active. AID 588458. inhibition (reported as % activation of signal), % at 10 µM; in the data active = inhibition above about 50%
CSN deneddyl inh – blocks human CSN-mediated cullin deneddylation; AID 651999; Q92905; Purified CSN, SCF-Nedd8-OG deneddylation, fluorescence polarization; inhibition, % at 12.5 µM; 360,000 tested, 0.38% active;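 active = pattern-corrected inhibition above about 35%, with an unprinted fluorescence ratio check between 0.5 and 1.5, limit read from the data, passing the limit was not always enough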;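 also: 0% = enzyme with substrate and 100% = substrate without enzyme; some results filed as inactive read as strong as hits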
Target sequence (Q92905 whole entry, looked up, one chain of several): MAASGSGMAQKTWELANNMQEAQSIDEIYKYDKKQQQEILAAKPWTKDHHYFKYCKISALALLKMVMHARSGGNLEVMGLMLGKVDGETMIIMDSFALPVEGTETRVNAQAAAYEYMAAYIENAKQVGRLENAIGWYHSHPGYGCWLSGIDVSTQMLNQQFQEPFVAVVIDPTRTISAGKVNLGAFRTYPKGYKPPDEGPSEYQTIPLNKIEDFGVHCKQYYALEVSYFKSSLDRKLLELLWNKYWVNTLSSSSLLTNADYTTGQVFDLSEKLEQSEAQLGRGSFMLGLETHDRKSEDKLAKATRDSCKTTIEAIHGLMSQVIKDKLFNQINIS
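Detection – fluorescence polarization · System – HEK293T-derived human Csn5 enzyme · Controls – substrate-only high control, full reaction low control · Timing – 90 min, room temperature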
Rin1-Abl PPI inh – blocks binding of human Rin1 to Abl; TR-FRET Rin1/Abl binding, biochemical; 360,000 tested, 0.4% active; AID 588664; P00519+Q13671; inhibition, % at 7.35 µM; in the data active = inhibition above about 5%, passing the limit was not always enough
STEP inh – blocks human striatal-enriched tyrosine phosphatase. 360,000 tested, 0.25% active. inhibition, % at 20 µM. P54829. recombinant STEP, OMFP fluorogenic substrate, fluorescence;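 active = inhibition at 20 µM, scaled per plate between control wells, above about 37%, limit read from the data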;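 also: 0% = DMSO with enzyme and substrate and 100% = substrate only without enzyme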
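Also added – OMFP at 25 µM · Test system – STEP tyrosine phosphatase · Technique – FITC-channel fluorescence of OMFP product · Schedule – 20 min at room temperature, dark · Evaluation – control-normalized % inhibition with plate pattern correction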
* hit, by the source's call; i = inactive; . = no result given; + = active, no number.

SMILES	NadD block	Scp-1 inhibitor	Neddylation inh	SUMO1 PPI mod	Rpn11 inh	LMPTP inh	DNMT1 block	CSN deneddyl inh	Rin1-Abl PPI inh	STEP inh
CC(=O)Nc1cccc(-c2nc3ccccc3[nH]2)c1	-4	-10	i	2	i	1.5	-1	0	1	-1
Fc1ccc(N2CCN(c3nnnn3-c3ccccc3)CC2)cc1	-2	6	i	0	i	1.5	2	0	-2	2
O=C(NCc1ccccc1)c1ccc2c(c1)C(=O)N(CC1CCCO1)C2=O (centres undefined)	-1	5	i	-26	i	-0.2	-1	0	-5	1
CCN1C/C(=C\c2cc(OC)c(OC)c(OC)c2)C2=NN(c3ccccc3)C(c3cc(OC)c(OC)c(OC)c3)C2C1 (centres undefined)	-1	15	.	10	i	1.9	-14	-1	3	3
CCCCN(CCCC)Cc1cc(=O)oc2cc(C)cc(C)c12	2	.	i	0	i	2.7	11	0	2	1
CCOc1ccc2nc(COC(=O)c3ccncc3)c(C(=O)c3ccccc3)[n+]([O-])c2c1	5	-11	i	-21	i	0.2	-4	13	-1	-2
COc1ccc(S(=O)(=O)Cc2ccc(C(=O)N3CCN(c4cc(Cl)ccc4C)CC3)o2)cc1	-3	0	i	-2	i	3.5	-4	-5	-1	4
O=C(NCc1cccs1)c1ccccc1	5	-6	i	11	i	-1.0	1	-1	-1	1
CCOC(=O)n1c(=O)n(Cc2ccc(OC)cc2)c2ccccc21	-10	-19	i	0	i	0.1	1	6	2	1
COc1cc(CN2C[C@@H](CO)O[C@@H](n3cnc4c(NC5CCC5)ncnc43)C2)cc(OC)c1OC	4	.	i	-1	i	-1.1	-2	-3	5	1
Cc1ccc(OCCOCCN2CCN(C)CC2)c([N+](=O)[O-])c1	-3	-1	i	1	i	-2.8	2	4	-2	0
Cc1ccc(N2C(=O)CC(Sc3cccs3)C2=O)cc1 (centres undefined)	-1	-5	i	4	i	-0.3	1	-4	1	-3
CC1CCN(C(=O)Cn2cnc3c2c(=O)n(C)c(=O)n3C)c2ccccc2S1 (centres undefined)	0	-4	i	-3	i	0.4	2	1	1	2
CCN(CC)S(=O)(=O)c1ccc(N2CC(C(=O)NCc3ccc4c(c3)OCO4)CC2=O)cc1 (centres undefined)	3	-5	i	-1	i	0.2	-7	1	0	-2
CSc1ccc(CN(C)C(=O)c2cc3ccccc3o2)cc1	-11	-5	i	2	i	1.4	-4	0	-3	2
O=C(COC(=O)/C=C/C(=O)OCC(=O)Nc1ccccc1F)Nc1ccccc1F	-2	-3	i	-2	i	0.3	3	0	-1	0
CCn1ncc(C(=O)Nc2cc(C)on2)c1C	-2	3	i	-4	i	-0.6	-1	-1	-2	0
NNC(=O)Cn1cnc2ccccc21	11	-3	i	1	i	0.5	-4	-2	1	0
Cc1ccc(Nc2ncnc3ccccc23)cc1	-7	1	i	2	i	5.5	0	-7	-1	-2
C=CCNc1nc(C(=O)OCC(=O)c2ccccc2)cs1	-1	4	i	-5	i	1.8	6	-3	2	0
CC1(C)CC(=O)c2cc(OCC(=O)NCCCN3CCN(c4ccc(F)cc4)CC3)ccc2O1	-6	-6	.	1	i	-0.9	5	5	4	14
COc1cccc(NC(=O)CN(C)C(=O)[C@@H]2CCCN2C(=O)c2cccs2)c1	-6	-9	i	4	i	-0.2	1	-3	5	1
NC(=O)c1cc([N+](=O)[O-])ccc1NCc1cnccn1	-6	-2	i	-21	i	-1.6	4	6	0	0
C=CCNc1sc(C(=O)C2CC2)c(N)c1C#N	1	-10	i	0	i	-1.0	0	-4	-4	1
CCOC(=O)c1cnc2c(C(=O)OC)cccc2c1NCc1ccco1	-4	0	+	-7	i	-0.1	-1	1	-2	-1

Ordered by the number under LMPTP inh (high to low): four from the list above
molecule | LMPTP inh
CCCCN(CCCC)Cc1cc(=O)oc2cc(C)cc(C)c12 | 2.7
NNC(=O)Cn1cnc2ccccc21 | 0.5
CCOc1ccc2nc(COC(=O)c3ccncc3)c(C(=O)c3ccccc3)[n+]([O-])c2c1 | 0.2
COc1cc(CN2C[C@@H](CO)O[C@@H](n3cnc4c(NC5CCC5)ncnc43)C2)cc(OC)c1OC | -1.1

More entries follow:
SMILES	NadD block	Scp-1 inhibitor	Neddylation inh	SUMO1 PPI mod	Rpn11 inh	LMPTP inh	DNMT1 block	CSN deneddyl inh	Rin1-Abl PPI inh	STEP inh
O=C(NCCO)c1ccc(-c2ccc3nncn3c2)cc1	0	.	i	-9	i	-1.2	6	-9	-3	-3
Cc1ccc(CNS(=O)(=O)c2ccc3c(c2)CCN3C(=O)CCCC(=O)O)cc1	-1	9	i	1	i	-1.6	1	4	-2	-1
O=C(NC1CCCC1)c1sc(=S)n2c1[nH]c(=O)c1ccccc12	8	58*	i	10	i	0.4	-2	0	0	19
O=C(NNC(=O)c1ccc2ccccc2c1O)c1cccs1	-5	3	i	2	i	0.1	-1	4	3	0
CCCCn1nnnc1C(c1cc2ccccc2o1)N(C)Cc1ccc(Cl)c(Cl)c1 (centres undefined)	8	.	i	3	.	2.7	.	-3	.	.
O=c1/c(=C\c2ccc(O)cc2)sc2n1C(c1ccccc1)C(c1ccccc1)=NN=2 (centres undefined)	39*	4	i	-7	+	0.6	-16	31	-3	9
CC(NCC(O)c1ccc([N+](=O)[O-])cc1)C12CC3CC(CC(C3)C1)C2 (centres undefined)	5	-5	i	-23	i	-1.8	-1	-4	3	0
CCOC(=O)c1ccc(-n2c(N)c(C(=O)NCc3ccco3)sc2=S)cc1	-6	-3	i	-24	i	0.3	-9	1	1	4
COc1ccc(Nc2cc(=O)oc3ccccc23)cc1	-9	-1	i	2	i	-0.4	-1	2	4	3
O=C(O)c1cccc(-n2c(/C=C/c3ccc([N+](=O)[O-])cc3)nc3ccccc3c2=O)c1	8	1	i	-12	i	-0.3	-1	-2	2	1
Cc1ccc(Nc2nc(N)nc(CN3CCCCCC3)n2)c(C)c1	7	-10	i	0	i	0.6	-11	3	1	2
COc1ccccc1/C=C1/C(=O)ON=C1C	5	-7	i	5	i	-0.8	7	2	5	0
Cc1ccccc1OCCOC(=O)c1nc2nccc(C)n2n1	2	-5	i	4	i	-1.5	10	-1	5	-4
Cc1ccccc1/C=c1\s/c(=C\C(=O)C(C)(C)C)[nH]c1=O	-3	-1	i	-3	i	4.3	0	-4	6	5
CCCc1c(C(=O)NNc2cccc(Cl)c2)cnn1-c1ccccc1	-1	-42	i	6	i	2.0	1	4	2	1
Nc1ccc(Nc2nc3ccccc3[nH]2)cc1	22	-6	i	7	i	10	-40	1	3	-4
Cc1nn(-c2ccc(N3CCOCC3)nn2)c(C)c1CCC(=O)N1CCN(C)CC1	-12	-6	i	8	i	-1.2	-1	3	-3	0
CCCC1=C(C(=O)OCC)C(c2cc(Cl)cc(OC)c2OCC(=O)OCC)NC(=O)N1 (centres undefined)	1	-17	i	0	i	1.6	-2	-1	-3	-1
Cc1cc(C)n(-c2nc3c(c(=O)[nH]c(=O)n3C)n2CC(C)C)n1	1	-8	i	-2	i	-1.1	-2	1	2	-4
CCN(CCn1cccn1)C(=O)C1CCC(=O)N(CCN2CCOCC2)C1 (centres undefined)	-7	-1	i	3	i	-2.0	0	2	4	1
COc1ccc(S(=O)(=O)N2CCCC(C(=O)NCc3ccco3)C2)cc1OC (centres undefined)	-10	4	i	5	i	-0.4	1	-1	0	0
COc1ccccc1N1CCN(CCCN2CC(=O)N3CCCCC3C2=O)CC1 (centres undefined)	-2	3	i	-5	i	-3.4	-3	-1	-6	0
O=C(NN1CC(C(=O)OCc2ccccc2F)CC1=O)c1ccccc1 (centres undefined)	1	5	i	1	i	-0.5	-2	0	3	-1
CCC1Sc2ccc(S(=O)(=O)Nc3ccc(OC)cc3)cc2NC1=O (centres undefined)	-4	-2	i	4	i	1.1	-1	-6	1	-3
CC1(C(=O)NS(=O)(=O)C2CC2)CCCN(C(=O)c2c(F)cccc2F)C1 (centres undefined)	5	.	i	6	i	0.8	0	-5	0	0

Reformatted: four of the compounds above.
Order of results: NadD block | Scp-1 inhibitor | Neddylation inh | SUMO1 PPI mod | Rpn11 inh | LMPTP inh | DNMT1 block | CSN deneddyl inh | Rin1-Abl PPI inh | STEP inh
- COc1ccccc1N1CCN(CCCN2CC(=O)N3CCCCC3C2=O)CC1 (centres undefined)
→ -2 | 3 | i | -5 | i | -3.4 | -3 | -1 | -6 | 0
- O=C(NN1CC(C(=O)OCc2ccccc2F)CC1=O)c1ccccc1 (centres undefined)
→ 1 | 5 | i | 1 | i | -0.5 | -2 | 0 | 3 | -1
- CCC1Sc2ccc(S(=O)(=O)Nc3ccc(OC)cc3)cc2NC1=O (centres undefined)
→ -4 | -2 | i | 4 | i | 1.1 | -1 | -6 | 1 | -3
- CC1(C(=O)NS(=O)(=O)C2CC2)CCCN(C(=O)c2c(F)cccc2F)C1 (centres undefined)
→ 5 | . | i | 6 | i | 0.8 | 0 | -5 | 0 | 0

Continuation:
SMILES	NadD block	Scp-1 inhibitor	Neddylation inh	SUMO1 PPI mod	Rpn11 inh	LMPTP inh	DNMT1 block	CSN deneddyl inh	Rin1-Abl PPI inh	STEP inh
CC1=C(C(=O)N2CCOCC2)CC(CC(=O)NCCCN(C)C)C(=O)N1Cc1ccc(F)cc1 (centres undefined)	2	.	i	1	i	-3.1	1	2	4	-4
O=C(CN1C(=O)/C(=C/c2ccccc2F)Sc2ccccc21)NCC1CCCO1 (centres undefined)	-5	0	i	-20	i	1.6	-1	-1	1	2
CC(=O)Nc1ccc(-n2nnnc2SCC(=O)Nc2cccc(NC(=O)c3ccco3)c2)cc1	0	55*	i	31	i	0.1	-4	19	4	4
CCOC(=O)C1(Cc2ccccc2C)CCCN(S(=O)(=O)CC)C1 (centres undefined)	-7	-10	i	-5	i	-1.5	0	4	1	-3
CC(=O)NC(=S)Nc1sc2c(c1C#N)CCCCC2	-2	-8	i	1	i	5.3	1	6	-1	1
CN(c1ccc(C(=O)Nc2ccccc2Sc2ccccc2)cc1)S(C)(=O)=O	-9	-11	i	-3	i	1.0	-6	5	-3	1
C=CCOc1ccn(C)c(=O)n1	-3	4	i	-1	i	-1.7	-1	-1	-5	1
COc1cccc(-c2cnc(C(O)c3cc(F)cc(Cl)c3)[nH]2)c1 (centres undefined)	-1	.	i	6	i	-0.2	-3	6	2	-1
COc1ccc(C2NC(c3ccc(OC)cc3)C(C)C(=O)C2C)cc1 (centres undefined)	-9	0	i	-2	i	-1.0	-2	-5	-1	1
O=C(Nc1ccccc1)N1CCN(c2ccccn2)CC1	-2	2	i	1	i	-2.4	2	-2	0	-3
O=[N+]([O-])c1ccccc1/C=C/CN1CCSCC1	-4	1	i	-19	i	0.1	-1	0	-2	-2
O=C(COC(=O)c1c(Cl)ccc(Cl)c1Cl)NC1CCS(=O)(=O)C1 (centres undefined)	1	-2	i	-4	i	-0.7	0	-7	2	15
O=C(/C=C/c1ccc(Cl)c(Cl)c1)NCc1ccco1	0	-1	i	-9	i	0.0	5	1	0	0
COC(=O)/C(C#N)=C/N(C)C	0	-13	i	-5	i	0.5	0	-1	1	-2
COC(=O)C1=NN(c2ccc(C)cc2)C2C(=O)N(c3ccccc3OC)C(=O)C12 (centres undefined)	1	-17	i	-17	i	-0.6	1	-3	1	0
